STEP inh: STEP (human) phosphatase inhibition. P54829. 360,000 compounds, 0.25% hits. recombinant STEP, OMFP fluorogenic substrate, fluorescence. inhibition, % at 20 µM;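 active = inhibition at 20 µM, scaled per plate between control wells, above about 37%, limit read from the data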;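 note: 0% = DMSO with enzyme and substrate and 100% = substrate only without enzyme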
Target sequence (P54829 whole entry, looked up): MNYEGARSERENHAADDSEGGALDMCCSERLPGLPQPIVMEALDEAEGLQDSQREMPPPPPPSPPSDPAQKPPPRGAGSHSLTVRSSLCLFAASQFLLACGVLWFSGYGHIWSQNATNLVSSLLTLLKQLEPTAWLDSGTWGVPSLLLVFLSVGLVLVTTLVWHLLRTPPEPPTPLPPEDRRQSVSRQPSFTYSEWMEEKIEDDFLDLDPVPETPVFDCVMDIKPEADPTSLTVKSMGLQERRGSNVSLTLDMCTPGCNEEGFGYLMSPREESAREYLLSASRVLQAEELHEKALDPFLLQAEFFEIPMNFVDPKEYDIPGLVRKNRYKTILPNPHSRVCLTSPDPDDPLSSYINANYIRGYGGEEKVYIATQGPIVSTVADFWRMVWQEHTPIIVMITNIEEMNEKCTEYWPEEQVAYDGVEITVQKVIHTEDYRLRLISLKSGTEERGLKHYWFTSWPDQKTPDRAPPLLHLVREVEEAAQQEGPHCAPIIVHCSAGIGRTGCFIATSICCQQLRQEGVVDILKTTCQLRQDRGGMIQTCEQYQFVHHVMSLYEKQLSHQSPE
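Test system: STEP tyrosine phosphatase / Reagent: OMFP at 25 µM / Doses: 20 µM, 1% DMSO / Read-out: percent inhibition scaled to no-enzyme and uninhibited-enzyme controls, plate-pattern corrected / Detection: FITC-channel fluorescence of OMFP product / Medium: Bis-Tris buffer pH 6.0, 2.5 mM DTT, 0.005% Tween 20 / Schedule: 20 min at room temperature, dark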
SUMO1 PPI mod: modulators of human SUMO1-mediated protein-protein interactions; P63165; inhibition, % at 20 µM; 360,000 compounds, 0.33% hits; AID 602429; SUMO1 binding to a labelled peptide, TR-FRET, 1 h; in the data active = inhibition above about 37%
LMPTP block: LMPTP (human) inhibition; P24666; recombinant LMPTP-A, OMFP fluorogenic substrate, fluorescence intensity; inhibition, % at 20 µM; 360,000 compounds, 0.22% hits;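 active = compounds that cut the enzyme signal by at least half of the control window in the single-dose screen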;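 note: plate controls were DMSO wells with enzyme plus substrate for no effect and substrate without enzyme for full effect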
Target sequence (P24666 whole entry, looked up): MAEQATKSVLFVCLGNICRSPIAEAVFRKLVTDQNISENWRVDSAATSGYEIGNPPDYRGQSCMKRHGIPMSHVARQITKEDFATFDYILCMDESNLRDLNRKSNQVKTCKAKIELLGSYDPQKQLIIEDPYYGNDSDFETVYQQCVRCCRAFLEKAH
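Assay system: LMPTP-A enzyme. Input: 0.625 nM LMPTP-A final. Probe or stimulus: 400 µM OMFP. Compound dosing: single 20 µM dose. Schedule: 50 min dark incubation at room temperature. Detection: fluorescence intensity of OMFP turnover product. Read-out: percent inhibition versus substrate-only and uninhibited controls. Benchmarks: no-enzyme low control, uninhibited high control.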
DNMT1 block: inhibitors of human DNMT1. AID 588458. 360,000 compounds, 0.83% hits. inhibition (reported as % activation of signal), % at 10 µM. P26358. DNMT1 molecular beacon, Hinp1I cleavage, fluorescence; in the data active = inhibition above about 50%
Rpn11 inh: inhibitors of human proteasome Rpn11 | human 26S proteasome, Ub4-pepOG fluorescence polarization; 20S core pre-blocked with epoxomicin | calls only at 20 µM | 360,000 compounds, 0.59% hits | AID 588493;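 active = inhibition at 20 µM, scaled to each plate's controls, above about 33%, limit read from the data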
Target sequence (O00487 whole entry, looked up): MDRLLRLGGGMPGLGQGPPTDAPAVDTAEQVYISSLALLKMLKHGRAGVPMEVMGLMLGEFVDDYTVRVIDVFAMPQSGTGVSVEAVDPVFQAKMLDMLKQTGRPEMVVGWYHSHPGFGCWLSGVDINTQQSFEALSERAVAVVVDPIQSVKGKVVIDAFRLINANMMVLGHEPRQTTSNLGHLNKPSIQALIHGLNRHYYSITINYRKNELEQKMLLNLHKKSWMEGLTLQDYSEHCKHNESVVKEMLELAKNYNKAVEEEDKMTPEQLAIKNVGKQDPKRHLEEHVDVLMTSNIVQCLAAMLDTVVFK
CSN deneddyl inh: CSN deneddylation inhibition; Q92905; inhibition, % at 12.5 µM; 360,000 compounds, 0.38% hits; Purified CSN, SCF-Nedd8-OG deneddylation, fluorescence polarization;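 active = pattern-corrected inhibition above about 35%, with an unprinted fluorescence ratio check between 0.5 and 1.5, limit read from the data, passing the limit was not always enough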;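 note: 0% = enzyme with substrate and 100% = substrate without enzyme; some results filed as inactive read as strong as hits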
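Assay system: purified human Csn5 enzyme expressed in HEK293T cells; measure: % inhibition; also added: SCFSkp2-Nedd8OG substrate at 10 nM final; technique: fluorescence polarization; times: reaction 90 min, room temperature; medium: Tris buffer pH 7.5, NaCl, DTT, Tween-20, trehalose, ovalbumin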
MsrA inh: inhibitors of bovine MsrA | purified bovine MsrA, absorbance read-out | inhibition, % at 15.5 µM | 360,000 compounds, 0.75% hits; in the data active = inhibition above about 4.5%;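 note: 0% = vehicle wells with enzyme and 100% = reference inhibitor wells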
Scp-1 inhibitor: blocks human Scp-1 phosphatase activity; Q9GZU7; Recombinant Scp1, phosphopeptide, malachite green phosphate absorbance; inhibition, % at 20 µM; 340,000 compounds, 0.88% hits;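 active = inhibition above about 50% at 20 µM, limit read from the data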;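 note: plate controls were DMSO wells with enzyme for no effect and wells lacking enzyme for full effect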
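Test system: SCP-1 phosphatase catalytic domain, residues 76-261; measured by: colorimetric phosphate reagent with accelerator and stabiliser, absorbance at 630 nm; timing: enzyme reaction 45 min at room temperature, colour 5 min, stabilisation 30 min; also added: Phosphorylated 17-residue peptide substrate; compound dosing: one concentration, 20 µM, with 1.0% DMSO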
NadD inh: NadD (S. aureus) enzyme inhibition; inhibition, % at 20 µM; 360,000 compounds, 0.78% hits; purified NadD enzyme, colorimetric absorbance read-out; in the data active = inhibition above about 26%; note: some compounds past the cut are filed as inactive
Tb MetRS inh: blocks T. brucei methionyl-tRNA synthetase activity; purified T. brucei MetRS, ATP depletion, Kinase-Glo luminescence; inhibition, % at 11.9 µM; 360,000 compounds, 0.4% hits; AID 624268;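 active = inhibition above a per-plate cutoff of the control wells' mean inhibition plus 3 SD, cut at about 5.5% in these data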;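 note: 0% = DMSO wells median and 100% = median of wells with control inhibitor compound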
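assay system = parasite MetRS enzyme | timing = 15 min preincubation, 2 h reaction, all 25 °C | evaluation = percent inhibition relative to median high and low control wells | medium = HEPES buffer containing pyrophosphatase, BSA, spermine, DTT | compound = single dose, 11.9 µM final nominal, 0.9% final DMSO | detection = Kinase-Glo luminescence, ATP depletion format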
* = called active by the depositor; i = inactive; . = no result given. Compounds as they come; any-hit rate near 3.9%.

STEP inh	SUMO1 PPI mod	LMPTP block	DNMT1 block	Rpn11 inh	CSN deneddyl inh	MsrA inh	Scp-1 inhibitor	NadD inh	Tb MetRS inh	molecule
-5	0	3.7	-11	i	4	0.3	-10	16	-0.3	C[C@H](CO)N1C[C@H](C)[C@@H](CN(C)S(=O)(=O)c2cccs2)Oc2ccc(NC(=O)Nc3ccc(C(F)(F)F)cc3)cc2C1=O
4	-4	1.1	-1	i	5	0.8	1	2	-0.1	C/C(=N\NC(=O)c1cc2ccccc2cc1O)c1ccc2c(c1)OCO2
5	4	-0.4	2	i	-4	-0.9	-1	0	0.7	CN(C1=NC(=O)CS1)c1ccc(O)cc1
-1	13	-1.1	-2	i	3	0.5	-5	-11	-0.3	COc1cccc(-n2nnnc2SCC(=O)Nc2ccc3c(c2)OCCO3)c1
-1	9	-1.2	3	i	3	1.0	-5	7	-0.5	Cc1cc2c(=O)n(C)c(SCC(=O)NCC3CCCO3)nc2s1 (configuration not stated)
-2	-4	-0.5	-5	i	-2	0.3	-9	-3	-0.5	COCCNC(=O)c1ccc(CN2CCc3ccccc3C2)cc1
0	8	-0.1	18	i	4	-0.1	-7	12	-0.1	CCCCCCCc1nc2c(=O)n(C)c3ccccc3c2o1
1	3	-0.7	4	i	3	-0.4	-4	0	-0.1	CCCCC(=O)Nc1ccc(Br)cc1C(=O)O
1	-7	2.3	2	i	6	.	-4	9	0.1	O=C(c1ccco1)N1CCN(c2ncnc3c(-c4ccc(Cl)cc4)nsc23)CC1
0	6	-1.2	-3	i	1	0.1	-7	-3	0.2	CN(CC(=O)Nc1ccc(Cl)c(C(F)(F)F)c1)C(=O)C1CC(=O)N(Cc2ccco2)C1 (configuration not stated)
1	1	-0.4	1	i	0	-0.3	1	2	0.4	CC(C)(C)C1CCC(C(=O)Nc2nccs2)CC1 (configuration not stated)
2	-12	-2.4	0	i	-2	0.7	-6	-8	-0.6	O=C(C1CCCN(Cc2ccccc2[N+](=O)[O-])C1)N1CCCC1 (configuration not stated)
2	4	0.1	3	i	-5	0.5	-6	-2	-0.6	Cc1c(C(=O)N2CCCC2)c(S(=O)(=O)Nc2ccccc2Cl)c(C)n1C
7	1	-1.2	3	i	-2	0.8	0	0	-0.3	CNC(=O)COc1ccc(C=O)cc1OC
2	-5	-1.4	0	i	-3	-0.3	-9	6	-0.4	CCOC(=O)/C(C#N)=C\C1=C(N2CCOCC2)CC(C)(C)OC1
-4	6	-1.9	0	i	-4	0.0	-8	-4	-0.1	COc1ccc(OCC(=O)C2CC2)c(C#N)c1
2	3	-2.6	5	i	6	-0.9	-4	-2	-0.2	N/C(=N\OC(=O)Nc1ccccc1)c1ccno1
1	2	-1.4	1	i	-5	-0.6	-5	1	-0.2	CC1(/[N+]([O-])=C/c2cccc(Cl)c2)CCCCC1=O (configuration not stated)
-1	-3	0.0	-2	i	1	-1.6	-8	0	-0.8	OCCN1c2ccccc2CCc2ccccc21
0	5	2.0	-4	.	14	2.5	14	25	-0.1	CCN1Cc2c(/C=C/c3ccccc3)nc3ccc(OC)cc3c2N(c2cccc(Cl)c2)C1
1	2	-1.2	8	i	-2	0.8	-4	-4	0.0	CCC(=O)c1cc2c(C)cc(=O)oc2c(C)c1OC(C)=O
-3	0	-0.5	2	i	1	-1.1	-16	-7	-0.5	CN(C)CCCN(C(=O)c1ccco1)c1nc2ccc(F)cc2s1
0	3	1.9	-7	i	2	0.8	3	7	0.1	Cc1cc(C)c(/C([O-])=C(/C(=S)Nc2ccc(SC(F)F)cc2)[n+]2ccccc2)cc1C
-2	3	-1.4	13	i	-3	-0.3	-5	-4	0.3	O=C(COc1ccc2c(-c3ccccc3)cc(=O)oc2c1)NCc1cccs1

Next part; it opens with the 5 that closed the last part.
STEP inh	SUMO1 PPI mod	LMPTP block	DNMT1 block	Rpn11 inh	CSN deneddyl inh	MsrA inh	Scp-1 inhibitor	NadD inh	Tb MetRS inh	molecule
0	5	2.0	-4	.	14	2.5	14	25	-0.1	CCN1Cc2c(/C=C/c3ccccc3)nc3ccc(OC)cc3c2N(c2cccc(Cl)c2)C1
1	2	-1.2	8	i	-2	0.8	-4	-4	0.0	CCC(=O)c1cc2c(C)cc(=O)oc2c(C)c1OC(C)=O
-3	0	-0.5	2	i	1	-1.1	-16	-7	-0.5	CN(C)CCCN(C(=O)c1ccco1)c1nc2ccc(F)cc2s1
0	3	1.9	-7	i	2	0.8	3	7	0.1	Cc1cc(C)c(/C([O-])=C(/C(=S)Nc2ccc(SC(F)F)cc2)[n+]2ccccc2)cc1C
-2	3	-1.4	13	i	-3	-0.3	-5	-4	0.3	O=C(COc1ccc2c(-c3ccccc3)cc(=O)oc2c1)NCc1cccs1
3	1	-1.4	1	i	-7	0.5	-5	10	0.4	CC(C)Cn1c(-c2ccc(Br)o2)n[nH]c1=S
1	5	-3.7	5	i	1	1.6	-6	-1	0.4	C[C@H](CO)N1C[C@H](C)[C@@H](CN(C)Cc2ccncc2)Oc2c(NC(=O)C3CC3)cccc2C1=O
0	3	-0.2	1	i	6	0.1	-10	-2	-0.8	COc1ccc(OC)c(C(c2nnnn2Cc2ccccc2)N2CCC(C(N)=O)CC2)c1 (configuration not stated)
4	2	-1.4	-1	i	5	-1.2	0	-11	-0.8	Cc1ccc(C(=O)NC2CC(C)(C)NC(C)(C)C2)cc1Cl
0	6	1.3	48	i	9	0.0	70*	4	-0.5	Cc1ccc(SCC(=O)NC(=O)NCc2ccco2)c(C)c1
-1	0	-2.8	2	i	-1	-0.2	4	0	0.6	CCn1c(CCNC(=O)c2ccccc2Cl)n[nH]c1=S
4	3	-1.3	-1	i	1	0.1	-4	-4	-0.6	COc1ccc(NC(=O)CSCC(=O)Nc2nnc(C)s2)cc1
-1	3	-1.3	1	i	3	-0.7	.	-2	0.0	Cc1cc(OCC(=O)OCC(=O)NC2CCS(=O)(=O)C2)ccc1Cl (configuration not stated)
-1	-1	0.5	1	i	-7	-1.2	1	-2	-0.4	COc1ccc(C)cc1S(=O)(=O)N1CCCC(C(=O)N2CCN(c3ccccc3F)CC2)C1 (configuration not stated)
-1	0	0.6	-2	i	-8	0.8	1	0	-0.7	COc1cccc(N2CCN(S(=O)(=O)c3ccc4c(c3)N(C(C)=O)CCO4)CC2)c1
-1	-25	1.9	-3	i	-7	-0.2	-4	0	-0.5	O=[N+]([O-])c1ccc(N2CCN(S(=O)(=O)c3ccccc3)CC2)c2cccnc12
-3	3	-0.1	-2	i	-7	0.4	-2	-3	-0.1	CCOc1ccc(CCNC(=O)COC(=O)Cn2cnc3ccccc3c2=O)cc1OCC
2	-1	6.3	-9	i	0	2.5	-17	-2	2.6	CC(C)c1ccccc1-n1c(SCC(=O)N2CCc3ccccc3C2)nc2ccccc2c1=O
0	-3	0.5	0	i	1	-0.4	-2	-2	0.0	CC(C)COC(=S)Nc1ccccc1
1	-1	0.1	-4	i	5	-1.3	1	0	-0.4	Cc1ccc(C(=O)COC(=O)CN2C(=O)C3C4C=CC(C4)C3C2=O)cc1C (configuration not stated)
-2	0	-1.3	3	i	2	-0.1	2	4	0.6	COC(=O)C(Cc1ccccc1)NC(=O)c1cc(S(=O)(=O)N(C)C)ccc1Cl (configuration not stated)
-1	6	-2.0	-1	i	-7	-0.1	1	-3	0.2	COc1ccc(OC)c(NC(=O)C2C3C=CC(C3)C2C(=O)NCc2cccnc2)c1 (configuration not stated)
-1	1	1.1	0	i	-2	0.5	.	-3	-0.2	COc1ccc(-c2csc(C(C)(O)c3ccc(OC)cc3)n2)cc1 (configuration not stated)
11	6	1.8	2	i	1	-1.1	-5	-3	-0.7	S=C(NCc1ccccc1)Nc1ccc(Oc2ccccc2)cc1
-2	0	-0.8	26	i	4	-0.6	-7	-2	0.1	COc1ccc(C(=O)C2CCCN(C(=O)Cn3nc(C)cc3C)C2)cc1F (configuration not stated)
-4	-1	-2.5	2	i	1	-2.2	-1	2	-0.7	CC1CCCC(NC(=O)CN(C)S(=O)(=O)c2cnc[nH]2)C1C (configuration not stated)
2	-52	0.4	4	i	0	-0.7	0	5	-0.5	Cc1ccccc1NC(=O)Nc1nc2ccc(S(C)(=O)=O)cc2s1
-1	-26	-0.7	5	i	4	0.1	-3	0	-0.7	Cc1cccc(CCN=c2c([N+](=O)[O-])nn(-c3ccccc3)n2O)c1
2	2	0.2	8	i	5	1.8	0	-5	3.4	CCCCCC(=O)NN1C(=S)N(c2ccc(OC)cc2)C(=O)C1CC(=O)Nc1ccccc1 (configuration not stated)
3	-3	-0.1	13	i	-1	0.1	-3	20	0.1	Cc1ccc(C(=O)c2sc3c(c2N)c(=O)[nH]c(=O)n3CCc2ccccc2)cc1
-2	2	-1.0	3	i	1	0.0	-6	-2	-0.3	CC1CC(C)CN(C(=O)COC(=O)c2cncc(Br)c2)C1 (configuration not stated)
-1	-17	1.3	-2	i	6	1.4	-15	-2	-0.3	Cc1cc(C(=O)N/N=C/c2c(CO)cnc(C)c2O)c2ccccc2n1
3	-10	-8.6	-5	i	-1	-0.1	-4	4	-0.5	CC1CN(C(=O)c2ccc(NS(=O)(=O)c3ccc(F)c(F)c3)cc2)CC(C)O1 (configuration not stated)
-14	4	0.6	7	i	-2	.	-7	1	-0.3	CC(C)c1cc(C(=O)Nc2sc3c(c2C#N)CCC3)no1
-1	4	-1.1	1	i	0	1.0	-6	-3	-1.4	CCN(C(N)=S)c1ccccc1
5	-13	-0.9	-5	i	2	0.7	0	-8	-0.4	CN1CCN(c2nc(-c3ccccc3)c3cc(Cl)ccc3n2)CC1
8	-17	12	-16	i	3	-0.2	-3	-2	-0.1	O=C1CC(Nc2ccc(N3CCOCC3)cc2)C(=O)N1Cc1ccccc1 (configuration not stated)
-4	2	-0.1	-1	i	0	0.9	70*	-10	-0.2	CCCSc1nnc(NC(=O)CSc2sc3c(O)cc(=O)[nH]c3c2C#N)s1
0	-11	-2.2	0	i	-3	2.3	-4	0	-0.1	CCCN(CC(=O)Nc1ccccc1C)C(=O)/C=C/c1cccs1
0	-17	0.2	1	i	3	0.8	-12	5	-0.2	Cn1c(CN2CCN(C(=O)c3ccco3)CC2)nc2cc([N+](=O)[O-])ccc21

Source: PubChem BioAssay (several laboratories)
